procasp3 activ: activators of human procaspase-3 D3A mutant, primary screen, biochemical, absorbance, PC-3 D3A mutant, single concentration. Caspase-3 (Homo sapiens), P42574. recombinant procaspase-3 D3A, Ac-DEVD-pNA absorbance 405 nm. activation, % at 8.5 µM. actives 0.11% (n = 330,000). AID 463141, 2010;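 active = activation above the mean of all tested compounds plus 3 SD, cut at about 21% in these data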;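 note: 0% = DMSO alone and 100% = DMSO wells spiked with extra 5 µM PC-3 D3A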
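Evaluation: percent activation relative to control range; Material: Procaspase-3 D3A mutant, all three cleavage aspartates alanine; Compound: single dose, 8.5 µM nominal compound, 0.8% DMSO; Replication: one well per compound; Signal: absorbance at 405 nm, 0 and 120 min; Schedule: 1 h preincubation plus 2 h reaction at 25 °C.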
LAP4-GFP MLPCN: modulators of LAP4-GFP expression in yeast, primary screen, S. cerevisiae, multiplex flow cytometry, MLPCN library; 3 h; median GFP as percent of DMSO wells; AID 2023, 2009; actives 0.34% (n = 320,000); GFP response vs DMSO, % at 10 µM;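 active = GFP response vs DMSO above a set limit, about the screen mean plus 3 SD, cut at about 150% in these data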
AHR activator: AHR activators, primary screen, cell-based, luminescence, luciferase reporter, human | AHR-responsive luciferase reporter cells | activation, % at 5 µM | Aryl hydrocarbon receptor (Homo sapiens), P35869 | actives 2.5% (n = 320,000); in the data active = activation above about 47%;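 note: 0% = vehicle wells and 100% = reference agonist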
ZTA counter: blocks Epstein-Barr virus ZTA, an EBNA-1 counter-screen | ZTA-DNA binding, fluorescence polarization | P03206 | actives 0.15% (n = 320,000) | inhibition, % at 11 µM; in the data active = inhibition above about 33%
RPL19A-GFP yeast: RPL19A-GFP expression modulators in yeast, primary screen, cell-based, S. cerevisiae, multiplex flow cytometry, MLPCN; S. cerevisiae RPL19A-GFP strain, 3 h; active compounds read low; percent response vs DMSO, % at 10 µM; actives 0.3% (n = 330,000);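 active = percent response vs DMSO below 50%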;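 note: median channel GFP fluorescence of the barcoded RPL19A-GFP strain; ratio of sample median GFP to plate DMSO average so 100% = DMSO; lower means less RPL19A-GFP as with rapamycin TOR inhibition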
EBNA-1 inhibitor: EBNA-1 DNA-binding inhibitors, primary screen, biochemical, fluorescence polarization | AID 1950, 2009 | actives 0.34% (n = 300,000) | inhibition, % at 14.8 µM; in the data active = inhibition above about 28%
procasp7 counter: procaspase-7 activators, primary screen, counter-screen for procaspase-3 activator project, biochemical, absorbance, HTS, human; Caspase-7 (Homo sapiens), P55210; recombinant procaspase-7, Ac-DEVD-pNA absorbance 405 nm; D23A/D198A/D206A triple mutant, cannot self-cleave; scale: DMSO 0, 5 µM enzyme 100; activation, % at 8.5 µM; actives 0.093% (n = 330,000); AID 463210, 2010;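 active = percent activation above the screen-wide mean plus 3 SD, cut at about 25% in these data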
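System: Procaspase-7 triple mutant (PC-7 D3A); measure: % activation from two-timepoint absorbance difference, scaled to controls; times: 1 h compound preincubation, 2 h substrate cleavage, 25 °C; also added: Ac-DEVD-pNA substrate, 400 µM as added; measured by: Epi-absorbance of released pNA at 405 nm, two timepoints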
MEP2-GFP yeast: modulators of MEP2-GFP levels in yeast, primary screen, S. cerevisiae, multiplex flow cytometry, MLPCN library; S. cerevisiae MEP2-GFP strain, 3 h; 100% = DMSO control level; actives 0.51% (n = 330,000); GFP response vs DMSO, % at 10 µM; AID 2016, 2009;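 active = GFP response versus DMSO above a set limit, roughly screen mean plus 3 SD, cut at about 180% in these data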;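 note: median GFP fluorescence of the barcode-gated MEP2-GFP cells per well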
* marks the source's active call; other numbers are inactive results; . = not tested or not shown.

SMILES	procasp3 activ	LAP4-GFP MLPCN	AHR activator	ZTA counter	RPL19A-GFP yeast	EBNA-1 inhibitor	procasp7 counter	MEP2-GFP yeast
CC(c1ccccc1)N1CCn2c(nc3cc(NS(C)(=O)=O)ccc32)C1 (stereo unspecified)	3	88	-3	7	86	-2	-2	106
O=C(CCCO)c1ccc2c(c1)OCCO2	9	96	3	3	95	6	5	97
Cc1ccc(-c2noc(CCC(=O)NCCN3CCOCC3)n2)cc1	0	95	3	1	102	7	6	100
Nc1c(C(=O)NCC2CCCO2)c2nc3ccccc3nc2n1-c1ccccc1 (stereo unspecified)	0	115	4	8	95	-2	-1	128
CC1CCC(C(C)C)C(OC(=O)Cn2c(-c3ccc(F)cc3)[n+](C)c3ccccc32)C1 (stereo unspecified)	5	85	0	-14	104	-11	-11	89
COc1ccc(/C=C/C(=O)NCCOc2ccccc2OC)cc1	7	.	14	-6	.	3	8	.
CCCCSCCCNC(=O)c1ccc(CS(=O)(=O)c2ccc(OC)cc2)o1	2	80	4	4	103	0	2	106
CC1(C)CC(=O)c2c(-c3cccnc3)n[nH]c2C1	2	100	9	-10	99	11	-3	100
COc1cc(/C=N\Nc2nc(-c3cccs3)c(NC(C)=O)s2)ccc1O	-5	76	6	-22	98	-14	-9	98
CC(=O)Nc1nonc1NC(=O)CSC1=NCCS1	-4	104	1	5	97	6	2	101
Clc1cccc(Cl)c1CNc1ccc(N2CCCC2)cc1	-5	101	13	-21	104	5	-11	102
CN(C)c1ccc(NC(=S)c2ccccn2)cc1	-5	116	0	11	105	3	6	100
Cn1c(NC(=O)/C=C/c2c(F)cccc2Cl)cc(=O)n(C)c1=O	0	102	19	-8	102	1	0	109
CCOC(=O)CNC1CC(=O)N(c2ccc(Br)cc2)C1=O (stereo unspecified)	-7	100	-2	5	100	2	-5	103
CCOC(=O)C1CCCN(C(=O)c2ccc3oc(CCc4ccccc4)nc3c2)C1 (stereo unspecified)	5	104	-1	-12	94	-1	1	90
COc1ccccc1CNC(=O)C1CCN(S(=O)(=O)c2ccc3c(c2)C(C)(C)C(=O)N3C)CC1	9	97	-1	0	100	6	11	104
CCOC(=O)c1[nH]c(C)c(C(=O)NCc2ccco2)c1C	7	97	15	-4	96	-5	10	98
C#CCOCCOCCOCCNc1nc(N2CCN(C(=O)CCCCCCCCCCNC(=O)[C@H]([C@@H](C)CC)n3cc(CCCCN=C(N)N)nn3)CC2)nc(N2CCN(C(=O)CCCCCCCCCCNC(=O)[C@@H]([C@H](C)O)n3cc(C)nn3)CC2)n1	8	104	-1	68*	98	4	-7	90
COc1ccc(CCNC(=O)COC(=O)c2ccc(N3CCCC3=O)cc2)cc1	-4	111	0	-1	103	-3	0	116
O=CNc1ccccc1	-3	110	0	9	99	.	2	104
O=[N+]([O-])c1cc(C(F)(F)F)ccc1Sc1ccc2ccccc2n1	-15	109	18	-4	94	-12	-13	86
O=C(Nc1cc([N+](=O)[O-])ccc1O)NC1CCS(=O)(=O)C1 (stereo unspecified)	-3	82	1	8	91	.	4	87
CCc1nnc(NC(=O)c2ccc(S(=O)(=O)N(CCOC)CCOC)cc2)s1	-1	100	0	-3	96	1	-1	96
Cc1ccc(S(=O)(=O)N2CCN(C(=O)c3ccco3)CC2)cc1	3	98	1	-10	103	2	4	107
Cc1nc(NC(=O)CCc2ccccc2)sc1C	-9	105	21	2	105	1	-7	104
Cc1cc2ncn(S(=O)(=O)c3ccc(S(=O)(=O)N4CCOCC4)cc3)c2cc1C	-11	88	0	1	95	18	-2	92
O=c1c2c(-c3ccc([N+](=O)[O-])cc3)ccnc2[nH]n1-c1ccccc1	-6	103	4	-2	95	-6	4	97
CC(C)N(C(=O)CSc1nnc(Cn2nnc3ccccc32)n1C)C(C)C	1	109	-3	-13	99	9	3	101
O=C(Cc1ccccc1)Nc1ccc(-c2nnc(-c3ccco3)o2)cc1	-6	101	-1	-6	96	4	1	100
Clc1ccc(-c2nc3nc4ccccc4nc3n2Cc2ccco2)cc1	-14	106	53*	-5	108	-4	-10	106
Cc1cccc2cc(COC(=O)c3ccccc3)c(=O)[nH]c12	7	109	0	6	97	14	2	103
Cc1scc(C(=O)N/N=C/c2ccco2)c1C	8	106	7	-11	100	5	-6	106
CCC(C)[C@@H](CN(N=O)[C@@H](Cc1ccccc1)CN(C)N=O)N(CCc1ccccc1)N=O (stereo partly specified)	-4	.	0	1	.	-8	7	.
CCCCOCCCNC(=O)C1CCCCC1	15	87	0	3	91	-10	-2	87
COc1cccc(CN2CCNC(=O)C2CC(=O)NCCCN2CCCC2=O)c1 (stereo unspecified)	-2	95	2	1	99	-11	-8	102
CC[n+]1ccc(C)c2cc(P(=O)(c3ccccc3)c3ccccc3)ccc21	-1	104	0	11	103	8	0	103
Cc1cccc(N=Cc2cc3c(cc2[N+](=O)[O-])OCO3)c1	-8	95	44	7	97	-19	-16	97
CC1(C)CC(=O)c2sc(NC(=O)C3COc4ccccc4O3)nc2C1 (stereo unspecified)	-5	115	6	3	101	1	0	97
O=C(CCc1nc2ccccc2c(=O)[nH]1)OCC(=O)N1CCN(S(=O)(=O)c2ccccc2)CC1	-7	107	2	-27	97	-9	8	105
COc1ccccc1C(=O)Nc1cccc2nc(C)ccc12	-2	92	53*	-10	102	2	10	99
CC(C)(C)c1ccc(C(=O)NCC(=O)N2CCCC2)cc1	-2	85	11	-11	100	-10	1	98
CCOC(=O)N1CCN(C(=O)C2CCN(Cc3ccc(O)c(OCC)c3)CC2)CC1	4	86	0	-9	90	-9	7	91
O=C1COc2ccc(C(=O)COC(=O)c3sc4ccccc4c3Cl)cc2N1	0	104	-2	-3	105	13	1	109
OC1COC(OCC2OC(OCc3ccccc3)C(O)C(O)C2O)C(O)C1O (stereo unspecified)	-5	100	0	6	98	12	6	109
COc1ccc(Cc2noc(CN(C)CC(O)c3ccccc3)n2)cc1OC (stereo unspecified)	0	92	6	3	104	-3	12	101
Cc1ccc(C(=O)/C=C/c2ccc3ncccc3c2)cc1	3	117	2	26	98	6	8	89
N#Cc1ccc(CN2C(=O)NC3(CCCCCC3)C2=O)cc1	-2	93	2	-14	105	-8	4	105
O=C(Nc1cccc(Cl)c1)NC1CC2CCC1C2 (stereo unspecified)	1	100	12	-15	98	1	13	118
O=C(Nc1cccc2cccnc12)c1cccnc1	-7	106	19	-13	103	-10	-5	110
COc1ccc(/C=N/OCC(=O)N=Nc2c(O)[nH]c3ccc(Br)cc23)cc1OC	-1	86	78*	-21	104	-9	0	86
COc1cccc2cc(-c3ccnc(N)n3)oc12	7	110	6	-3	111	2	-1	103
CCOc1ccc(NS(=O)(=O)c2ccc3[nH]cc(C(=O)NC(C)CC)c(=O)c3c2)cc1 (stereo unspecified)	5	102	21	2	101	-8	2	107
Cc1cc(NC(=O)CN2C(=O)[C@@H]3[C@H](C2=O)[C@@H]2C[C@H]3C(Br)C2Br)no1 (stereo partly specified)	-2	101	0	0	100	0	5	89
CNC(=O)Nc1ccc(Cl)cc1	-14	106	9	14	105	5	-6	107
CCCCC(CC)C(=O)Nc1ccc(Nc2ccccc2)cc1 (stereo unspecified)	3	105	11	-9	108	6	-10	103
Cc1[nH]n(-c2ccc([N+](=O)[O-])cc2)c(=O)c1C=NCCN1CCN(C(=O)c2cccc(F)c2)CC1	3	99	9	8	96	4	-4	105
Cc1oc(-c2cccs2)nc1CN1CC[C@@](O)(c2ccccc2)[C@H]2CCCC[C@@H]21	2	93	4	8	99	5	7	101
CC1CCN(S(=O)(=O)N2CCN(C(=O)c3ccc4c(c3)OCO4)CC2)CC1	0	122	1	-2	101	9	7	106
Cc1ccc(S(=O)(=O)Nc2ccc3c(c2)nc(CCN2CCCC2)n3C)cc1	1	92	-1	6	99	5	-2	98
O=C(CN1CCN(c2cccc(Cl)n2)CC1)N1CC(O)CO1 (stereo unspecified)	1	94	1	-1	87	-7	9	99

Exported with two lines to a compound: entries from further up.
Each structure is followed by: procasp3 activ	LAP4-GFP MLPCN	AHR activator	ZTA counter	RPL19A-GFP yeast	EBNA-1 inhibitor	procasp7 counter	MEP2-GFP yeast
Cc1[nH]n(-c2ccc([N+](=O)[O-])cc2)c(=O)c1C=NCCN1CCN(C(=O)c2cccc(F)c2)CC1
    3	99	9	8	96	4	-4	105
O=C(Nc1cccc2cccnc12)c1cccnc1
    -7	106	19	-13	103	-10	-5	110
CCCCC(CC)C(=O)Nc1ccc(Nc2ccccc2)cc1 (stereo unspecified)
    3	105	11	-9	108	6	-10	103
O=C(Nc1cccc(Cl)c1)NC1CC2CCC1C2 (stereo unspecified)
    1	100	12	-15	98	1	13	118

Following part
SMILES	procasp3 activ	LAP4-GFP MLPCN	AHR activator	ZTA counter	RPL19A-GFP yeast	EBNA-1 inhibitor	procasp7 counter	MEP2-GFP yeast
Cc1ccc(S(=O)(=O)CCC(=O)Nc2cccc(Cl)c2)cc1	11	95	2	2	98	3	-8	101
Cc1c(Br)c(C(F)(F)F)nn1CC(=O)NCc1ccco1	-6	101	0	-11	102	-15	-1	103
Nc1nnc(CC(=O)N/N=C/c2ccc(-c3ccc(Cl)cc3Cl)o2)s1	4	106	-2	31	102	27	-4	107
COc1ccc(NC(=O)CN(C)C(=O)c2ccc(COc3ccccc3)o2)cc1	-5	105	7	7	98	-11	6	104
CCOc1ccc(C(=O)NCC(=O)OCc2cc(C(C)=O)ccc2OC)cc1	-5	90	2	5	96	-1	2	98
O=C1c2cccc3cc(Br)cc(c23)C(=O)N1Nc1ccc(Br)cc1	8	101	0	14	106	1	5	105
CCOC(=O)C1=C(N)OC2=C(C(=O)CCC2)C1c1ccc(C)s1 (stereo unspecified)	-2	110	0	2	102	5	8	107
CCN(CCO)C1CC(=O)N(c2ccccc2C)C1=O (stereo unspecified)	-16	112	-1	-3	97	8	-29	98
CCN(CC)S(=O)(=O)c1ccc(NC(=O)c2cnccn2)cc1	1	95	-2	-12	107	-1	6	109
COc1ccc(C(=O)/C=C/c2ccccc2C(F)(F)F)cc1	1	101	-3	18	95	1	1	105
CCC(=O)Nc1nc2ccc([N+](=O)[O-])cc2s1	-2	120	-2	-16	100	-13	-6	108
COc1cccc(CNC(=O)C2CCN(S(=O)(=O)c3c(C)nn(C)c3C)CC2)c1	4	106	-1	-3	100	2	6	106
O=C1C2C(c3ccccc3)C=CC(c3ccccc3)C2C(=O)N1C1CCCCC1 (stereo unspecified)	2	98	4	-1	100	-13	1	105
Cc1ccc(C(=O)NS(=O)(=O)c2ccc(N=NN(C)C)cc2)cc1	11	103	1	11	94	-4	-6	97

In another format: entries from further up.
SMILES,procasp3 activ,LAP4-GFP MLPCN,AHR activator,ZTA counter,RPL19A-GFP yeast,EBNA-1 inhibitor,procasp7 counter,MEP2-GFP yeast
O=CNc1ccccc1,-3,110,0,9,99,.,2,104
CCCCSCCCNC(=O)c1ccc(CS(=O)(=O)c2ccc(OC)cc2)o1,2,80,4,4,103,0,2,106
O=C(Nc1cc([N+](=O)[O-])ccc1O)NC1CCS(=O)(=O)C1 (stereo unspecified),-3,82,1,8,91,.,4,87
COc1ccc(NC(=O)CN(C)C(=O)c2ccc(COc3ccccc3)o2)cc1,-5,105,7,7,98,-11,6,104

Source: PubChem (several laboratories)
